# Dynein cargo inh = inhibitors of GR-EGFP nuclear translocation, primary screen, dynein cargo transport inhibitor project, imaging, high-content, 3617.4 mouse cells | z-score, hits read low | 220,000 compounds, 0.47% hits | test concentration mostly 20 µM; stimulated with dexamethasone, 1 µM; active compounds read low;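 active = plate z-score of nuclear minus cytoplasmic receptor signal below a set negative limit, without overly bright fluorescence or cell loss, cut at about -3.5 in these data, passing the limit was not always enough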;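 note: z-score of nuclear minus cytoplasmic ring GR-EGFP intensity difference per well; some compounds called inactive have numbers as strong as hits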
#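 Schedule: 48 h induction, then 1 h compound, then 30 min agonist, 37 °C. Buffer or medium: tetracycline-free induction medium containing charcoal-stripped FBS. Reagent: 1.0 µM final dexamethasone stimulus. Evaluation: nuclear versus cytoplasmic GR-EGFP signal, averaged per well. Signal: high-content fluorescence imaging after fixation.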
# P. falciparum M1AAP = P. falciparum M1AAP inhibitors, biochemical, fluorogenic H-Leu-NHMec substrate, 1536-well (AID 1445); 220,000 compounds, 0.42% hits; Aminopeptidase N (Plasmodium falciparum (isolate 3D7)); inhibition, % at 30 µM; hits with a dose series show IC50 in µM; recombinant M1AAP, H-Leu-NHMec fluorogenic kinetic assay; higher % means a stronger effect;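 active = primary inhibition above the hit cutoff, then over 50% inhibition at one or more dose response concentrations, cut at about 23% in these data, passing the limit was not always enough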;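 note: plate controls were DMSO full reaction for no effect and no enzyme background for full effect; strong numbers were not always called active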
# bCat nuc transl = modulators of beta-catenin nuclear translocation, primary screen, imaging, HeLa cells, immunofluorescence, high-content. nuclear translocation activity, % at 5 µM. 190,000 compounds, 0.3% hits. AID 1665, 2009;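 active = nuclear translocation activity above 50% at 5 µM, with a well cell count of 50 or more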;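 note: per-cell ratio of nuclear to cytoplasmic median beta-catenin stain intensity; plate controls were DMSO negative control for no effect and GSK-3 inhibitor IX positive control for full effect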
#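 System: HeLa cells, endogenous beta-catenin; compound dosing: 5 µM primary single dose, 0.1% DMSO, 0.02–20 µM confirmation series; incubation: 24 h compound exposure at 37°C, 5% CO2; signal: beta-catenin immunofluorescence imaging with DAPI; evaluation: % activation, nuclear-to-cytoplasmic median beta-catenin signal ratio per cell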
# Insulin prom up = insulin promoter activators in MIN6 cells, imaging, high-content screening, mouse beta cells; MIN6 insulin promoter-GFP reporter; active compounds read high; z-score at 5 µM; 190,000 compounds, 0.3% hits;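 active = z-score above 3 at 5 µM with at least 500 cells counted in the well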
# M17LAP inhibition = P. falciparum M17LAP inhibitors, primary screen, biochemical, fluorogenic H-Leu-NHMec substrate, 1536-well (AID 1619) | 220,000 compounds, 0.38% hits | one-dose inhibition, % at 30 µM; IC50 in µM for titrated hits | recombinant M17LAP, H-Leu-NHMec fluorogenic kinetic assay; higher % means a stronger effect;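 active = compound inhibiting the enzyme by more than half at any dose during confirmatory dose-response retesting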;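 note: plate controls were full reaction with DMSO carrier for no effect and no enzyme background for full effect; strong numbers were not always called active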
# MT stabilize HCS = microtubule stabilizers in HeLa cells, primary screen, imaging, high-content imaging. HeLa tubulin immunostaining HCS, 24 h; share of cells brighter than vehicle mean+2SD. % tubulin-high responders, % at 10 µM. 200,000 compounds, 0.83% hits;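 active = plate Z-score above 3 for both tubulin-high and condensed-nucleus cell shares, with cell loss under 80%, at 10 µM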;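 note: anti alpha tubulin signal scored within the nucleus-defined area of each cell; some results filed as inactive read as strong as hits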
# ER stress rescue = rescue of cells from ER stress-induced death, primary screen, 384-well, CSM14.1, thapsigargin, ATP luminescence (AID 1222) | CSM14.1 thapsigargin-induced death rescue, ATP luminescence; higher % means a stronger effect | cellular ATP content (survival), % at 20 µM; hits with a dose series show EC50 in µM | 190,000 tested, under 10 active;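 active = EC50 below 50 µM in the dose-response confirmation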;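 note: death triggered by thapsigargin at about 15 µM added after 2 h compound pretreatment; cell ATP read after overnight thapsigargin exposure of roughly 18 to 22 hours; normalized against plate controls of thapsigargin alone and 5% DMSO vehicle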
# K1F lysis inhibition = inhibition of K1F phage lysis, E. coli UTI89, bacterial capsule biogenesis inhibitors, alamar blue (AID 488966); 340,000 compounds, 0.02% hits; E. coli UTI89 K1F phage lysis, alamar blue, 2 h; higher % means a stronger effect; one-dose inhibition, % at 100 µM; IC50 in µM for titrated hits;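 active = phage lysis inhibition, versus mean bacterial control, above a set limit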;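 note: capsule biogenesis inhibitors block K1F phage lysis so surviving cells raise fluorescence; higher fluorescence means more inhibition of phage lysis; actives were called in the ten point dose series up to 300 µM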
# Autophagy HCS = autophagy modulators in MEF cells, primary screen, imaging, high-content, MEF GFP-LC3; MEF GFP-LC3 puncta imaging; test concentration mostly 10 µM; calls only at 10 µM (by protocol); 190,000 compounds, 0.98% hits;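 active = percentage of spot-positive cells more than 3 SD above its plate mean, without a fluorescence outlier flag or 80% toxicity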;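 note: spot-positive cell cutoff set from DMSO-treated cells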
# Dynein cargo inh cytoplasmic EGFP = also measured in Dynein cargo inh; calls as there; z-score; measured here: cytoplasmic GR-EGFP intensity; active compounds read high
# Dynein cargo inh nuclear GR-EGFP = further read-out of Dynein cargo inh, marked with its call; z-score; measured here: nuclear GR-EGFP intensity;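 lower value marks the stronger effect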
# Dynein cargo inh cell count = also measured in Dynein cargo inh; calls as there; z-score; measured here: cell count per field
# Insulin prom up cell count = also measured in Insulin prom up; calls as there; cell count; measured here: cytotoxicity, nuclei count;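 total cells summed across four imaged fields per well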
# bCat nuc transl cell count 5 µM = also measured in bCat nuc transl; calls as there; cell count; measured here: cell count, cytotoxicity flag
# MT stabilize HCS Hoechst-high % = further read-out of MT stabilize HCS, marked with its call; % Hoechst-high responders; measured here: nuclear condensation Hoechst responders;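 share of cells brighter than vehicle mean plus two SD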
# MT stabilize HCS cytotoxicity % = second read-out of MT stabilize HCS, no call of its own (marks repeat the call); toxicity, %; measured here: cytotoxicity by cell density;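 0% = mean cell density of plate MIN control wells and 100% = no cells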
# Autophagy HCS cell loss 18 h = also measured in Autophagy HCS; calls as there; toxicity, %; measured here: cell loss, nuclei count;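 cell loss after 18 h compound exposure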
# Starred values were filed as active, the others as inactive; i = inactive; . = no result given; [ ] = remark or other dose.
SMILES,Dynein cargo inh,Dynein cargo inh cytoplasmic EGFP,Dynein cargo inh nuclear GR-EGFP,Dynein cargo inh cell count,P. falciparum M1AAP,bCat nuc transl,bCat nuc transl cell count 5 µM,Insulin prom up,Insulin prom up cell count,M17LAP inhibition,MT stabilize HCS,MT stabilize HCS Hoechst-high %,MT stabilize HCS cytotoxicity %,ER stress rescue,K1F lysis inhibition,Autophagy HCS,Autophagy HCS cell loss 18 h
COc1ccc(-n2[nH]c(C)cc2=O)cc1,-0.99,-0.14,-0.3,0.79,8%,0.8,1465,-0.2,1521,11%,1.9,2.4,7.9,-1.2%,-0.3%,i,-3
COc1cccc(-n2c(Cc3cc(=O)[nH]c(=O)[nH]3)nnc2SCC(=O)N2CCCCCC2)c1,-0.58,-0.14,-0.28,-0.38,4%,.,.,-0.24,1080,3%,3.7,2.6,7.4,-0.1%,2.6%,i,4
COC(=O)Cn1c(=NC(=O)C2CC2)sc2c(C)cc(C)cc21,-1.1,-0.27,-0.51,0.6,.,.,.,.,.,.,2.1,3.6,5.5,.,0.0%,i,4
COc1ccc(OC)c(C2=NOC(C(=O)Nc3cccnc3)C2)c1 (stereo unspecified),-0.86,-0.23,-0.045,-0.2,8%,0.6,972,0.56,1352,3%,2.3,2.0,5.5,-2.3%,9.7%,i,-4
Cc1oc2c(C)c3oc(=O)c4c(c3cc2c1C)CCCC4,-0.46,0.033,0.14,-0.013,4%,-3.3,911,-2.3,1049,-1%,7.7,1.7,9.5,-0.6%,2.5%,i,45
CCOC(=O)N1CCC(c2cc(=O)n3[nH]c(-c4ccccc4)cc3n2)CC1,-0.61,-0.24,-0.12,0.76,2%,-6.8,1153,0.03,2037,4%,2.7,2.8,2.9,-2.6%,-0.5%,i,-13
COCCSc1ccccc1C(=O)Nc1ccccc1C(C)C,-0.55,-0.16,-0.66,0.92,-5%,-0.4,1491,0.09,1490,3%,3.0,1.7,1.3,-0.3%,5.8%,i,21
CCC1C(=O)NCCN1C(=O)c1ccccc1OC1CCN(S(C)(=O)=O)CC1 (stereo unspecified),-0.045,-0.24,-0.11,0.78,4%,-0.9,1587,-0.22,995,3%,1.9,1.8,3.9,1.3%,-0.2%,i,19
Cn1c(SCC(=O)NCCc2ccccc2)nnc1-c1ccncc1,-0.61,-0.24,-0.2,0.38,5%,-7.1,822,0.3,1231,18%,1.8,1.5,6.0,2.7%,0.2%,i,-2
O=[N+]([O-])c1cc(-c2ccc(/C=N/c3nc4ccccn4c3-c3ccco3)o2)ccc1Cl,0.66,-0.011,0.84,-2.1,18%,14,1041,-0.65,821,2%,2.9,2.5,6.0,-3.3%,0.1%,i,-6
CCCCC1=CC2=CC(=O)C(C)(OC(=O)CC)C(=O)C2=CN1C1CCCCC1 (stereo unspecified),-0.14,-0.74,-0.083,-0.32,9%,0.6,1082,0.37,1040,20%,.,.,.,.,0.9%,.,.
CCN(Cc1cc2ccc(C)cc2[nH]c1=O)C(=O)c1cccnc1,0.58,0.02,0.7,0.076,7%,-4.4,975,0.36,1112,11%,6.7,1.8,9.7,9.4%,.,i,-8
C=C1CCN([C@H](C(=O)OCc2ccc(C)cc2)C(C)C)S(=O)(=O)c2ccccc21,0.38,-0.84,0.11,-0.26,2%,0.5,1181,-0.61,965,-11%,.,.,.,.,0.8%,.,.
O=C(NC(=S)Nc1ccccc1)c1cncc(C#Cc2ccccc2)c1,-0.4,-0.31,-0.2,1.1,-2%,0.4,1312,-0.12,1004,-5%,.,.,.,.,0.1%,.,.
Cc1ccccc1NC(=S)NC1CC2CCC(C1)N2Cc1ccco1 (stereo unspecified),2.6,0.1,2.1,-2.4,3%,-0.6,1360,-0.36,1576,14%,3.3,1.0,5.6,-0.4%,0.5%,i,-17
O=C(c1ccc([N+](=O)[O-])cc1)N1CCOC12CCN(c1ncc(C(F)(F)F)cc1Cl)CC2,0.027,-0.1,-0.19,0.77,2%,-1.0,1203,0.23,1360,-5%,2.4,1.7,11,-0.8%,0.9%,i,-2
Cc1cccc(OCc2nnc(SCC(=O)Nc3ccc(C)c(C)c3)o2)c1,-0.68,-0.24,-0.41,1,6%,-0.9,1260,.,.,6%,3.6,1.9,3.8,-2.4%,2.8%,i,-3
CC(C)/C=C/C(=O)N1CCC(N2CCC(C(=O)N3CCOCC3)CC2)CC1,-0.23,-0.14,-0.29,-0.042,-9%,3.3,989,-1.2,1489,3%,2.4,2.2,0.3,2.8%,0.1%,i,12
COC(=O)c1cc(C#N)c(N2CCOCC2)nc1C,1.3,-0.011,0.97,-1.1,-1%,-1.4,795,0.05,1662,2%,6.8,1.6,5.6,-0.3%,0.2%,i,13
Cc1cccc(OCC(=O)Nc2ccc(N3CCN(C(=O)c4ccco4)CC3)cc2)c1,-0.45,-0.16,-0.54,0.073,-1%,.,.,.,.,17%,0.9,1.1,8.5,5.0%,i,i,17
CN1CCN(CCCN(Cc2ccco2)C(=S)Nc2ccc(Cl)cc2)CC1,-0.85,1.2,0.14,0.62,3%,-5.5,1063,2.6,1093,1%,3.2,1.9,18,-1.2%,6.2%,i,-3
N#Cc1c(N)n(-c2ccccc2N)c2nc3ccccc3nc12,-1.2,-0.22,0.097,0.54,5%,-1.5,1329,-0.21,990,9%,.,.,.,.,0.2%,.,.
COc1ccc(CNc2nc(-c3cccnc3)nn2C(=O)c2cccs2)cc1,-0.26,-0.19,0.29,0.35,3%,-0.6,1151,0.14,896,7%,4.6,0.8,2.4,-0.1%,0.0%,i,-8
Cc1ccc(CN2CCN(C(=O)C3CCC3)CC2)cc1,0.0013,-0.17,0.0012,0.66,28%*,-2.0,1334,-0.01,1111,14%,4.1,2.0,0.8,0.6%,6.3%,i,-11
COc1ccc(NC(=O)C2CCN(S(=O)(=O)c3ccc(OC)c(OC)c3)CC2)cc1,0.52,-0.24,0.36,-0.013,5%,-16,1173,.,.,5%,2.4,2.9,2.1,-2.6%,2.1%,i,2
# Later entries
SMILES,Dynein cargo inh,Dynein cargo inh cytoplasmic EGFP,Dynein cargo inh nuclear GR-EGFP,Dynein cargo inh cell count,P. falciparum M1AAP,bCat nuc transl,bCat nuc transl cell count 5 µM,Insulin prom up,Insulin prom up cell count,M17LAP inhibition,MT stabilize HCS,MT stabilize HCS Hoechst-high %,MT stabilize HCS cytotoxicity %,ER stress rescue,K1F lysis inhibition,Autophagy HCS,Autophagy HCS cell loss 18 h
O=C(Nc1ncc(C(F)(F)F)cc1Cl)c1ccc(S(=O)(=O)N2CCOCC2)cc1,-1,-0.36,-0.18,1.6,6%,-3.7,1087,-1.4,1216,-2%,5.5,2.0,9.4,1.3%,0.7%,i,9
C[N+](C)(CC#Cc1ccccc1)CC(=O)c1ccc(Cl)cc1,0.026,-0.28,-0.33,-0.09,1%,-0.3,1003,.,.,-1%,3.8,3.3,12,16%,1.9%[50 µM],i,0
Nn1c(SCc2ccc(F)cc2)nnc1-c1ccccn1,-0.22,-0.24,-0.15,0.27,7%,0.0,1308,0.01,1100,2%,.,.,.,.,.,.,.
CCOC(=O)CCC(=O)O[C@H]1[C@H](O[C@@H]2[C@@H](C)[C@H](O[C@H]3C[C@@](C)(OC)[C@@H](O)[C@H](C)O3)[C@@H](C)C(=O)O[C@H](CC)[C@@](C)(O)[C@H](O)[C@@H](C)C(=O)[C@H](C)C[C@@]2(C)O)O[C@H](C)C[C@@H]1N(C)C,0.023,-0.24,0.2,0.5,-2%,-0.9,581,.,.,5%,2.8,3.3,14,-3.8%,-4.8%,i,-15
O=C(Nc1cccnc1)c1ccc(NS(=O)(=O)c2cc([N+](=O)[O-])ccc2Cl)cc1,-1.3,-0.23,-0.78,0.84,14%,-5.0,1095,-0.14,1423,-1%,.,.,.,.,0.3%,.,.
COc1ccccc1NC(=O)c1ccccc1NS(=O)(=O)c1cccs1,0.39,-0.25,0.44,-0.38,5%,-2.0,1037,-0.4,1588,6%,5.6,1.3,2.8,-0.8%,-0.1%,i,5
Cc1ccccc1OCCSc1nc(N(C)C)nc(N(C)C)n1,0.15,0.00031,0.19,-0.046,4%,0.7,918,-0.23,1095,-2%,1.6,1.1,3.8,-0.8%,0.2%,i,13
Cn1c(=O)c([N+](=O)[O-])c(N2CCSCC2)c2ccccc21,-0.2,-0.3,-0.17,0.86,11%,-2.4,1156,-0.07,1438,19%,.,.,.,.,-1.4%,.,.
O=C(NCCCn1ccnc1)c1ccc(S(=O)(=O)N2CCOCC2)cc1,0.024,0.81,0.39,-0.44,2%,-0.2,1119,-0.41,1253,0%,2.7,2.9,7.0,-1.8%,0.2%,i,-6
CCC1Oc2ccc(C)cc2N(CC(=O)NCc2ccccc2OC)C1=O (stereo unspecified),-0.034,-0.23,-0.056,0.26,4%,.,.,.,.,-4%,1.9,2.1,9.9,-3.0%,0.1%,i,-9
